Screens deposited in PubChem by National Center for Advancing Translational Sciences (NCATS).
GAA inhib – alpha-glucosidase (human) inhibition; P10253; purified human GAA, 4-MU-alpha-glucoside fluorescence; Potency, µM (highest dose often 76.9 µM), without a hit: at the top dose activity change, negative = inhibition, usual class: inhibitors; 200,000 tested, 0.005% active; AID 1466;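 further: plate controls were uninhibited enzyme wells for no effect and no-enzyme background for full effect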
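Compounds are titrated up to 77 uM against 4 nM human enzyme. Substrate 4-methylumbelliferyl-alpha-D-pyranoside (400 uM) reacts 20 min at room temperature in pH 5.0 buffer; liberated 4-methylumbelliferone is read at 440 nm.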
TexasRed fluor – alters Texas Red total fluorescence, flagging assay interference. TRb/SRC2 Texas Red total fluorescence interference. Potency, µM (highest dose often 106 µM), without a hit: at the top dose fluorescence change, negative = quenching. 280,000 tested, 0.29% active; active means well fitted curve in either direction with a large enough effect; inconclusive means small, poorly fitted or top-dose-only effect
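Human TRβ ligand-binding domain (0.6 uM) and Texas Red SRC2 peptide (20 nM) in Tris buffer with 1 uM T3 and 5% DMSO were incubated with pinned compound for 5 hr at ambient temperature. Total fluorescence was computed as S + 2P (555/632 nm).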
RECQ1 inh – inhibitors of human RECQ1 DNA helicase; P46063; RECQ1 DNA unwinding, red fluorescence kinetic read; Potency, µM (top dose mostly 57.3 µM), without a hit: at the highest dose activity, negative = inhibition, most hits filed as inhibitors; 240,000 tested, 0.54% active;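 further: plate controls were vehicle for no effect and no enzyme for full effect; nearly all actives have a fitted effect of over 30% in size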
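50 nM RECQ1T1 preincubated 15 min with compound in Tris pH 8.0 buffer with MgCl2, DTT, Tween-20 and 2.5 ug/ml poly(dI-dC); started with 200 nM TAMRA/BHQ-2 forked duplex and 2 mM ATP. Unwinding read as fluorescence (525/598 nm), two reads 2 h apart.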
TRb SRC2 PPI – disrupts binding of human TR beta to SRC2 | TRbeta-SRC2 peptide binding, fluorescence polarization; receptor liganded with 1 µM T3 | 280,000 tested, 0.065% active | Potency, µM (doses to about 106 µM), for inactives: top-dose activity change, negative = inhibition, hits mostly inhibitors;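 further: plate controls were bound peptide for no effect and peptide without receptor for full effect; nearly all actives have a fitted effect of over 50% in size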
Target sequence (P10828 whole entry, looked up): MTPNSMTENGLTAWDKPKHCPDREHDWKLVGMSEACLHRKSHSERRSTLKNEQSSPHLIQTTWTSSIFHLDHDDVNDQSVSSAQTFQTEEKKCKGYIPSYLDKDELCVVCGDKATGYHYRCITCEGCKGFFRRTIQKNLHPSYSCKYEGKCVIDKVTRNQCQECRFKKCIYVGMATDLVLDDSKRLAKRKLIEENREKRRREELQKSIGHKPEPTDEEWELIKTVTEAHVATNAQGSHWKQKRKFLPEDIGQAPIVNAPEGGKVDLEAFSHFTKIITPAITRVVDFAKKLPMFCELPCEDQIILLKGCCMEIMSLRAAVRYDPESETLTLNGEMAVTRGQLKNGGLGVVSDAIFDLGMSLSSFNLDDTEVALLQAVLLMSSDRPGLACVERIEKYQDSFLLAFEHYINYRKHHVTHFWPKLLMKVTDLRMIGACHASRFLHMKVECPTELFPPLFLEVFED
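TRb LBD 0.6 uM + Texas Red SRC2 peptide 20 nM, 1 uM T3, Tris buffer w/ 5% DMSO; compound pinned, 5 h RT; FP read ex 555/em 632; normalized to unbound and bound controls.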
L3MBTL1 inh – blocks human L3MBTL1 | Potency, µM (highest dose often 57.1 µM), without a hit: at the top dose activity, negative = inhibition, actives largely listed as inhibitors | 230,000 tested, 0.66% active | AlphaScreen L3MBTL1–H3K9me1 peptide binding | Q9Y468; further: nearly all actives have a fitted effect of over 60% in size
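First, the protein-peptide complex forms for 30 min at room temperature (L3MBTL1 50 nM, biotinylated H3K9me1 peptide 75 nM). Next, compounds are pin-transferred and incubated 30 min. Finally, AlphaScreen beads are added and read after 30 min.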
GAA glycogen mod – inhibitors or activators of human alpha-glucosidase glycogen cleavage; Potency, µM (titrated, usually from 76.4 µM), for the others: top-dose activity change, negative = inhibition, hits mostly inhibitors; P10253; 300,000 tested, 0.38% active; recombinant GAA, glycogen substrate, Amplex Red glucose oxidase fluorescence;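 further: 0% = full enzyme reaction and -100% = no-enzyme basal signal; the screen sought inhibitors and activators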
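Recombinant human alpha-glucosidase (4 nM final) hydrolysed bovine liver glycogen (30 ug) for 40 min at 37 C in pH 5.0 citrate/phosphate with 0.01% Tween-20. Released glucose detected by glucose oxidase/Amplex Red, Ex 573/Em 610 nm. Compounds up to 77 uM; AC50 from Hill fits.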
GAA spleen mod – inhibitors or activators of human alpha-glucosidase in spleen homogenate; P10253; human spleen homogenate, 4-MU-alpha-glucoside fluorescence; Potency, µM (top dose mostly 79.9 µM), for the others: top-dose activity change, negative = inhibition, actives largely listed as inhibitors; 240,000 tested, 0.006% active;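 further: 0% = enzyme with vehicle and -100% = no enzyme basal signal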
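Compounds were titrated against alpha-glucosidase in spleen homogenate at pH 5.0, with 1 mM 4-methylumbelliferyl substrate for 40 min at 37 C. Reactions were quenched with pH 10 NaOH/glycine and fluorescence measured.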
RGS12 GoLoco inh – inhibitors of human Gai1-RGS12 GoLoco interaction (red fluorophore); P63096; Gai1:RGS12 GoLoco peptide FP, rhodamine, 10 min; Potency, µM (top dose mostly 61.6 µM), inactives show at the highest dose activity, negative = inhibition, actives largely listed as inhibitors; 230,000 tested, 0.44% active; AID 880; active means well fitted inhibition curve with a large enough effect, not every such curve was filed as active; inactive means no such curve, though single readings can be large or run the other way; further: nearly all actives have a fitted effect of over 30% in size; many of its hits are not listed in these tables
Target sequence (P63096 whole entry, looked up): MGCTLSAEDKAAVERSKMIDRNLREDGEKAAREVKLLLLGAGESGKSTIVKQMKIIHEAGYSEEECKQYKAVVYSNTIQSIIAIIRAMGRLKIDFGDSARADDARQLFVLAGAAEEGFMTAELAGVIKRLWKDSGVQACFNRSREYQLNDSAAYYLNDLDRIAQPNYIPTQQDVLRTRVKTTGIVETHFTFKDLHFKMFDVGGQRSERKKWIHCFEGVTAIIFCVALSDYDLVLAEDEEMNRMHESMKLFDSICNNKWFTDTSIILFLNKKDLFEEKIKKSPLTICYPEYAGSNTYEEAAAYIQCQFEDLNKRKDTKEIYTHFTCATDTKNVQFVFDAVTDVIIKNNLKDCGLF
Starred values were filed as active, the others as inactive; i = inactive; ? = inconclusive; nt = not tested or not shown; & = joins results of further samples; [ ] = another dose, or the depositor's remark. Unless noted, the call rests on the fitted dose curve; in most records, active means well fitted curve in the direction sought with a large enough effect; inconclusive means small, poorly fitted or top-dose-only effect, or another doubt; inactive means no such curve, though single readings can be large; an effect the other way counts as inactive or inconclusive. Unless noted, on the % scale 0 is the no-effect control and ±100 the full control effect; potency means the concentration at half of the fitted maximal effect. These rows are one share of the data (hit frequency here may not be typical).

Abbreviations – A = GAA inhib; B = TexasRed fluor; C = RECQ1 inh; D = TRb SRC2 PPI; E = L3MBTL1 inh; F = GAA glycogen mod; G = GAA spleen mod; H = RGS12 GoLoco inh
Structure: Cc1cccc2sc(NNC(=O)c3ccc4c(c3)OCCO4)nc12
  A: -5% | B: -3% | C: -3% | D: 6% | E: -26% | F: 9% | G: -3% | H: -20%
Structure: O=S(=O)(NC1CC1)c1ccc2c3c(cccc13)CC2
  A: 3% | B: -2% | C: 6% | D: 4% | E: 11% | F: 27% | G: 7% | H: -5%
Structure: O=C(N/N=C/c1cc(Br)cs1)c1ccccc1[N+](=O)[O-]
  A: 2% | B: 7% | C: -5% | D: -1% | E: -7% | F: -7% | G: 1% | H: -7%
Structure: CCOc1cc(NC(=O)c2cccs2)c(OCC)cc1NC(=O)c1cccnc1
  A: ? | B: -2% | C: i | D: -2% | E: 3% | F: -3% | G: -1% | H: 17%
Structure: COc1ccc(C2C(C(C)=O)=C(O)C(=O)N2CCc2c[nH]c3ccccc23)cc1 (centres undefined)
  A: 2% | B: -4% | C: -14% | D: -7% | E: 31%[activator] | F: -12% | G: -4% | H: 17%
Structure: CC1CCCCC1NC(=O)C1CCN(S(=O)(=O)c2ccc(-n3cnnn3)cc2)CC1 (centres undefined)
  A: 0% | B: -3% | C: -12% | D: 0% | E: nt | F: 3% | G: 5% | H: 5%
Structure: O=C(CSc1nnc(-c2ccc(Cl)s2)o1)N1CCCc2ccccc21
  A: -5% | B: 0% | C: i | D: -3% | E: 7% | F: 0% | G: 1% | H: -2%
Structure: O=C(c1ccccc1)c1c(O)cc(-c2ccccc2)oc1=O
  A: 5% | B: -2% | C: 0% | D: -9% | E: ? | F: 4% | G: -26% | H: 8%
Structure: CCn1cc(CN(C)C(=O)/C=C/c2ccc([N+](=O)[O-])cc2)c(C)n1
  A: -3% | B: 1% | C: -4% | D: 13% | E: -5% | F: -7% | G: -12% | H: 5%
Structure: COc1ccc(NC(=O)Nc2cc(C)ccc2F)cc1OC
  A: 8% | B: 0% | C: i | D: -6% | E: 7% | F: -5% | G: 3% | H: 1%
Structure: CCCn1c(N2CCN(CC(=O)c3c(C)n(C)c4ccc(OC)cc34)CC2)nc2c1c(=O)[nH]c(=O)n2C
  A: 2% | B: -1% | C: -2% | D: -4% | E: 5% | F: -8% | G: -3% | H: -1%
Structure: N#C/C(=C/c1ccccc1[N+](=O)[O-])C(=O)NCc1ccco1
  A: 4% | B: -1% | C: -3% | D: 1% | E: -6% | F: 10% | G: -3% | H: 6%
Structure: CCNc1nc(N)nc(Oc2ccc(OCCOc3ccccc3)nn2)n1
  A: -4% | B: 1% | C: i | D: -2% | E: nt | F: -1% | G: -1% | H: 6%
Structure: COc1ccccc1C(=O)Nc1nnc(-c2ccc3c(c2)CCCC3)o1
  A: -10%[15.4 µM] | B: -2% | C: -23% | D: -2% | E: 4% | F: -2% | G: -4% | H: 3%
Structure: NC(Cc1ccc(Oc2ccc(O)cc2)cc1)C(=O)O (centres undefined)
  A: -15%[15.4 µM] | B: 2% | C: -5% | D: 0% | E: -1% | F: -17% | G: 3% | H: 2%
Structure: O=C(CNCc1ccccn1)Nc1cc(C(F)(F)F)ccc1N1CCOCC1
  A: nt | B: -5% | C: -5% | D: -1% | E: -8% | F: 5% | G: -4% | H: 4%
Structure: COc1cccc(NC(=O)Cn2c(CCC(=O)O)ccc2-c2ccc(C)cc2)c1
  A: -4% | B: 0% | C: -2% | D: -3% | E: nt | F: 8% | G: -21% | H: 3%
Structure: COCCCNCCC(CCC(C)C)c1ccc2c(c1)OCO2 (centres undefined)
  A: nt | B: -5% | C: -3% | D: -5% | E: -7% | F: 5% | G: -1% | H: -10%
Structure: CCn1c(SCC(=O)N/N=C/c2ccc(O)c(OC)c2)nc2ccccc21
  A: 8% | B: -4% | C: -1% | D: 2% | E: 3% | F: 1% | G: 11% | H: 1%
Structure: N#C/C(=C/c1cc[nH]c1)C(N)=S
  A: 5% | B: -4% | C: -4% | D: 0% | E: nt | F: 0% | G: -19% | H: 12%

Full records as entered above.
Entry for `N#C/C(=C/c1ccccc1[N+](=O)[O-])C(=O)NCc1ccco1` → GAA inhib: 4%; TexasRed fluor: -1%; RECQ1 inh: -3%; TRb SRC2 PPI: 1%; L3MBTL1 inh: -6%; GAA glycogen mod: 10%; GAA spleen mod: -3%; RGS12 GoLoco inh: 6%
Entry for `CCNc1nc(N)nc(Oc2ccc(OCCOc3ccccc3)nn2)n1` → GAA inhib: -4%; TexasRed fluor: 1%; RECQ1 inh: i; TRb SRC2 PPI: -2%; L3MBTL1 inh: nt; GAA glycogen mod: -1%; GAA spleen mod: -1%; RGS12 GoLoco inh: 6%

Continued:
Abbreviations – A = GAA inhib; B = TexasRed fluor; C = RECQ1 inh; D = TRb SRC2 PPI; E = L3MBTL1 inh; F = GAA glycogen mod; G = GAA spleen mod; H = RGS12 GoLoco inh
Structure: Cc1ccc(NC(=O)COc2nc(C)cs2)cc1
  A: 6% | B: -2% | C: 0% | D: -20% | E: 5% | F: 2% | G: 11% | H: -9%
Structure: COC(=O)C1=C(C)NC(=O)CC1c1ccccc1OC (centres undefined)
  A: -4% | B: -1% | C: -3% | D: 2% | E: 11% | F: 20% | G: -3% | H: 7%
Structure: Cc1ccccc1-n1nc2c(c1NC(=O)c1c(-c3ccccc3Cl)noc1C)CS(=O)(=O)C2
  A: -2% | B: -1% | C: -14% | D: -6% | E: 2% | F: 0% | G: 0% | H: 3%
Structure: O=C(CO)C(O)C(O)C(O)CO (centres undefined)
  A: nt | B: 0% | C: 0% | D: 5% | E: 3% | F: nt | G: -2% | H: nt
Structure: CCOC(=O)CSc1nc2ccc(N3CCOCC3)cc2c(=O)n1Cc1ccccc1
  A: -4% | B: -3% | C: 6% | D: 2% | E: nt | F: 22% | G: 0% | H: -12%
Structure: Cc1c(C)c2c(c(C)c1OC(=O)c1cccnc1)CC[C@@](C)(CCC[C@H](C)CCC[C@H](C)CCCC(C)C)O2
  A: nt | B: -1%&1% | C: -14% | D: -1%&-2% | E: nt | F: nt | G: 5% | H: 5%
Structure: CCOC(=O)c1ccc(NS(=O)(=O)c2cc(C)ccc2OC)cc1
  A: 2% | B: 1% | C: i | D: -16% | E: nt | F: 3% | G: -2% | H: 10%
Structure: O=C(NNc1cccc(Cl)n1)c1ccc(Cl)cc1Cl
  A: nt | B: 2% | C: -3% | D: 0% | E: -3% | F: ? | G: -7% | H: 7%
Structure: Cc1ccc(S(=O)(=O)N2CCN(C(=O)c3ccccc3)CC2)cc1
  A: -11% | B: -3% | C: -9% | D: -1% | E: nt | F: -3% | G: -9% | H: 11%
Structure: COc1ccc(CCN2C(=O)N(c3ccc(OC)cc3)C(=O)C2CC(=O)Nc2ccccc2)cc1 (centres undefined)
  A: -10% | B: -1% | C: -1% | D: 5% | E: nt | F: -5% | G: 13% | H: 3%
Structure: O=C(COc1ncnc2ccccc12)NCc1ccc2c(c1)OCO2
  A: 1% | B: 1% | C: -10% | D: -1% | E: 3% | F: -1% | G: -14% | H: -2%
Structure: CCCCOC(=O)c1ccc(NC(=O)c2ccccc2OC)cc1
  A: -16% | B: 0% | C: -5% | D: -8% | E: 21% | F: -8% | G: 5% | H: 0%
Structure: CCOC(=O)C1C(=O)C=C(c2ccc([N+](=O)[O-])cc2)CC1c1ccccc1 (centres undefined)
  A: 0% | B: -2% | C: -6% | D: 1% | E: -19% | F: 0% | G: -1% | H: -6%
Structure: CCC(=O)Nc1cccc(NC(=O)CSc2nnnn2Cc2ccccc2)c1
  A: -12% | B: 1% | C: 1% | D: -6% | E: -3% | F: 3% | G: -4% | H: 11%
Structure: CCNC(=O)CN(CCc1ccccc1)S(C)(=O)=O
  A: -2% | B: 0% | C: i | D: 3% | E: 21%[11.4 µM] | F: 4% | G: 0% | H: 7%
Structure: Cc1nc(NC2CCCCC2)c2nc(-c3ccccc3)n(CCCN3CCCCC3C)c2n1 (centres undefined)
  A: nt | B: 1% | C: -8% | D: 2% | E: nt | F: nt | G: 1% | H: 6%
Structure: COc1cc(NC(=O)c2ccnn2C)c(OC)cc1Cl
  A: 6% | B: -3% | C: i | D: 0% | E: -1% | F: -4% | G: 5% | H: 1%
Structure: Cc1csc(NC(=O)CSc2nc3ccccc3s2)n1
  A: -3% | B: -1% | C: -9% | D: 6% | E: -2% | F: -13% | G: 1% | H: 4%
Structure: O=C(c1ccco1)N1CCN=C1SCc1ccccc1Cl
  A: -5% | B: 0% | C: -9% | D: 3% | E: nt | F: -13% | G: -1% | H: 1%
Structure: COc1ccccc1NS(=O)(=O)c1cc(C(=O)NCCC(C)C)ccc1F
  A: 6% | B: -8% | C: -12% | D: -1% | E: 0% | F: -1% | G: -3% | H: 5%
Structure: CC(C)(CC(=O)O)CC(=O)Nc1cc(C(F)(F)F)cc(C(F)(F)F)c1
  A: nt | B: -4% | C: -8% | D: 0% | E: 4% | F: -5% | G: 1% | H: -47%
Structure: COc1ccc(NC(=O)CSc2nnc(C3CCCCC3)n2N)cc1
  A: nt | B: -3% | C: -2% | D: -1% | E: 5% | F: 7% | G: 5% | H: 4%
Structure: Cc1oc2c(cc(NS(=O)(=O)c3cccs3)c3ccccc32)c1C(=O)OC(C)C
  A: -1% | B: -2% | C: 8% | D: 9% | E: -23% | F: -14% | G: -5% | H: 228%[activator]
Structure: CCc1nnc(NC(=O)CSc2nnc(-c3ccccc3O)n2-c2ccc(C)cc2C)s1
  A: -1% | B: -3% | C: i | D: -14% | E: nt | F: 3% | G: 0% | H: -2%
Structure: Cc1ccc(Oc2ncnc(N)c2[N+](=O)[O-])cc1C
  A: ? | B: -5% | C: i | D: 0% | E: -1% | F: -10% | G: -9% | H: 1%
